NCI-60 one-dose screen, 48 h, at 10 µM unless noted. Numbers give growth in % (100 = growth as untreated, 0 = no growth, -100 = all killed).
A498 – A498 renal cancer cells; hit rate 5.4% among 76,000
SN12C – SN12C renal cancer cells; hit rate 3.8% among 81,000
U251 – U251 CNS tumor cells; hit rate 5.4% among 80,000
RXF 393 – RXF 393 renal cancer cells; hit rate 6.9% among 77,000; AID 1794773
786-0 – 786-0 renal cancer cells; hit rate 5.1% among 81,000; AID 1794775
UO-31 – UO-31 renal cancer; hit rate 5.2% among 81,000
CAKI-1 – CAKI-1 renal cancer; hit rate 4.7% among 75,000; AID 1794772
ACHN – ACHN renal cancer. hit rate 4.9% among 81,000. AID 1794771
TK-10 – TK-10 renal cancer cells; hit rate 3.9% among 81,000
The depositor's hits bear a star; x = no result given; & = joins results of further samples. The calls were made as follows: active = growth percent below 10; inactive = the rest. Rows were taken by chance; about 12% have a hit in one of these screens.

SMILES	A498	SN12C	U251	RXF 393	786-0	UO-31	CAKI-1	ACHN	TK-10
C=CC(O)CN (stereo not drawn)	90	103	104	112	109	100	100	106	100
O=[N+]([O-])c1ccc(OCCOc2ccccc2)c(Cl)c1	83	99	94	110	104	90	116	100	96
C=CCn1cc(C2=C(c3cccc4ccccc34)C(=O)N(O)C2=O)c2cc(Br)ccc21	68	103	105	92	86	60	85	96	122
CC(=O)Nc1ccc(C(=O)CCl)cc1	100	91	86	83	17	54	39	-58*	44
COC(=O)CC[C@H](C)[C@H]1CC[C@H]2[C@@H]3CC[C@@H]4C(c5nc6ncccc6[nH]5)=C(Cl)CC[C@]4(C)[C@H]3CC(=O)[C@]12C	72	83	77	85	89	80	58	66	107
COc1cc(/C=C/C(=O)c2cc(OC)c(OC)c(OC)c2)ccc1OCc1ccccc1	x	70	14	75	40	45	42	60	153
Oc1c(Cl)c2ccccc2c2ccccc12	122	98	113	116	109	92	111	100	85
COc1ccc(NC(=O)[C@H](Cc2ccccc2)NC(=O)OC(C)(C)C)cc1C(=O)Nc1cccc(C2CC(=O)c3c(cc(OC)c(OC)c3OC)O2)c1 (stereo partly drawn)	83	94	100	95	98	77	86	99	102
O=C1c2ccccc2C(=O)N1c1ccccc1[N+](=O)[O-]	108	108	115	129	110	91	93	118	118
O=C(CN1CCN(Cc2ccc(Br)cc2)CC1)Nc1nc(-c2cc3ccccc3oc2=O)cs1	83	92	87	85	91	66	74	92	127
CCOC(=O)C(Cc1ccc([N+](=O)[O-])cc1)N1C(=O)c2ccccc2C1=O (stereo not drawn)	95	105	95	99	100	78	91	x	113
O=C1/C(=C\c2cn(Cc3cccc4ccccc34)c3ccccc23)c2ccccc2N1c1c(Cl)cccc1Cl	x	102	97	121	93	84	89	107	103
CO[C@@H]1CSSC1Cn1nc(-c2ccc(Oc3ccccc3)cc2)c2c(N)ncnc21 (stereo partly drawn)	81	61	49	29	45	21	32	40	20
CC(=O)[C@H]1CC[C@H]2[C@@H]3CCC4=CC(=O)CC[C@]4(C)[C@@]3(F)[C@@H](O)C[C@]12C	86&96	89&84	104&101	105&116	102&107	95	49&108	98&103	108&99
Nc1ccc(-c2csc(-n3[nH]c(=O)ccc3=O)n2)cc1	103	103	100	94	87	84	94	99	120

Three compounds from above, arranged by formula weight, lowest first:
SMILES	A498	SN12C	U251	RXF 393	786-0	UO-31	CAKI-1	ACHN	TK-10
C=CC(O)CN (stereo not drawn)	90	103	104	112	109	100	100	106	100
CCOC(=O)C(Cc1ccc([N+](=O)[O-])cc1)N1C(=O)c2ccccc2C1=O (stereo not drawn)	95	105	95	99	100	78	91	x	113
CO[C@@H]1CSSC1Cn1nc(-c2ccc(Oc3ccccc3)cc2)c2c(N)ncnc21 (stereo partly drawn)	81	61	49	29	45	21	32	40	20

Following part.
SMILES	A498	SN12C	U251	RXF 393	786-0	UO-31	CAKI-1	ACHN	TK-10
COc1cc(C(=O)NNS(=O)(=O)c2ccc(C)cc2)cc(OC)c1OC	88	88	95	100	83	80	77	101	134
c1ccc(Nc2ccc(Nc3nc(-c4ccccc4)nc4ccccc34)cc2)cc1	x	88	77	83	66	64	71	81	99
O=C(CN1N=C(c2ccccc2)CCC1=O)Nc1nc2ccccc2s1	105	91	94	111	101	73	x	98	116
COC(=O)CCCNCCCn1ccc2cc(NCc3cccc(-c4ccccc4)c3C)ccc21	16	73	65	72	74	54	48	78	115
C[C@@H](Oc1cc(C(=O)Nc2ccc(C(=O)N3CCN(C)CC3)cc2)nnc1N)c1c(Cl)ccc(F)c1Cl	65	64	52	63	67	48	76	92	79
Cn1cnc2c1c(=O)n(CCC(=O)Nc1ccc(S(=O)(=O)Nc3ncccn3)cc1)c(=O)n2C	104	97	95	114	103	92	100	105	93
O=C(Nc1ccc(I)cc1F)c1cc(I)ccc1O	-49*	-10*	16	-9.3*	2.1*	-9.7*	3.3*	-6.0*	15
Cc1ccc2cccc(OC(=O)c3c(F)cccc3Cl)c2n1	113	103	x	107	95	82	88	97	107
CN(C)c1ccc(/C=C/C(=O)c2ccccc2O)cc1	86	97	94	92	99	68	95	103	109
CC(=O)O[C@H]1CC[C@@]2(C)[C@@H](CC[C@@H]3[C@@H]2C(=O)C[C@]2(C)C(C(C)=O)=CC[C@@H]32)C1	101	98	x	96	98	68	96	81	x
C[C@]12CC[C@@H]3c4ccc(O)cc4CC[C@H]3[C@@H]1CC[C@@H]2NS(=O)(=O)c1ccc(F)cc1	90	92	x	73	87	60	87	85	104
COc1cc2c3c(n(C4COC4)c(=O)c2cc1OC)-c1cc2c(cc1C3=O)OCO2	x	97	88	111	87	77	94	103	104
Nc1ccc(Br)cn1	x	96	108	108	106	93	113	109	107
O=C(O)CCCC1(C(=O)O)CCCC1	x	98	100	118	109	89	103	103	111
CC(C)=CC/C=C(/C)[C@H]1CC[C@]2(C)[C@@H]1CC[C@@H]1[C@@]3(C)C/C(=C/c4ccccn4)C(=O)C(C)(C)[C@@H]3CC[C@]12C	48	69	x	91	79	69	63	67	97
O=C1S/C(=C\c2ccc([N+](=O)[O-])cc2)C(=O)N1CCN1CCCCC1	126	98	102	132	105	102	102	103	106
Cn1c(N2CCOCC2)nc(-c2ccccc2)c(C#N)c1=O	124	94	100	124	117	55	115	102	123
COC(=O)CNC(=O)[C@H](Cc1ccccc1)NCc1ccncc1	88	99	92	112	105	91	99	107	89
CC(C)C1CCC(=O)CC1	83	98	98	107	95	87	94	106	97
Cc1cc2ccccc2c[n+]1CC[n+]1cc2ccccc2cc1C	115	106	104	107	110	80	97	97	111
COc1cc(-c2c(-c3ccccc3)c[nH]c2C(=O)NCCCO)cc(OC)c1OC	48	96	110	81	99	88	90	102	105
COc1cccc(-c2nc3cnccn3c2NCCN2CCOCC2)c1	99	104	101	102	97	85	91	102	104
CC(NC(=O)CN)C(=O)O (stereo not drawn)	93&90	95&107	96&96	104&107	108&104	90	87	105&99	94&110
COc1ccc(C(=O)c2ccccc2C(=O)c2ccccc2)cc1	x	104	x	115	101	73	x	103	103
COc1ccc(C(Nc2ccccc2)C(=O)c2ccccc2)cc1 (stereo not drawn)	112	72	82	77	93	60	52	83	105
Cc1ccc2nc(C(F)(F)F)cc(NN)c2c1	99	101	96	109	102	77	89	105	123
COc1ccc2sc(NCN3N=C(C)CC3=O)nc2c1	92	102	105	x	106	74	106	106	125
CN(C)c1ccc(C(=C2C=CC(=[N+](C)C)C=C2)c2ccccc2Cl)cc1	-87*	-50*	-98*	-84*	-100*	-12*	-17*	-64*	-72*
COc1ccc(C/C(C)=C(\c2ccc(OCCCN(C)C)cc2)c2ccc(OC(=O)C3CCCCC3)cc2)cc1	105	97	95	94	105	87	88	101	92
CC(C)(C)c1ccc(OC(=O)c2ccccc2)cc1	92	108	106	116	102	94	x	96	115

Structural class, the entries above with an NH in an aromatic ring
SMILES	A498	SN12C	U251	RXF 393	786-0	UO-31	CAKI-1	ACHN	TK-10
COC(=O)CC[C@H](C)[C@H]1CC[C@H]2[C@@H]3CC[C@@H]4C(c5nc6ncccc6[nH]5)=C(Cl)CC[C@]4(C)[C@H]3CC(=O)[C@]12C	72	83	77	85	89	80	58	66	107
Nc1ccc(-c2csc(-n3[nH]c(=O)ccc3=O)n2)cc1	103	103	100	94	87	84	94	99	120
COc1cc(-c2c(-c3ccccc3)c[nH]c2C(=O)NCCCO)cc(OC)c1OC	48	96	110	81	99	88	90	102	105

(listing goes on)
SMILES	A498	SN12C	U251	RXF 393	786-0	UO-31	CAKI-1	ACHN	TK-10
COc1ccc(N(c2nc(-c3ccc(Br)cc3)cs2)C(C)C)cc1	85	104	98	124	90	98	87	107	105
COc1ccccc1/C=N\NC(=O)C[N+](C)(C)C	107	109	98	124	99	105	92	108	109
O=CNc1ccc2c(c1)Cc1cccc(NC=O)c1-2	105	96	95	103	104	79	93	86	99
CC(=O)NC(=O)C(OC(C)=O)C(OC(C)=O)C(OC(C)=O)C(OC(C)=O)C(OC(C)=O)C(COC(C)=O)OC(C)=O (stereo not drawn)	89	90	105	98	x	90	96	100	103
c1ccc(Oc2nc(Oc3ccccc3)c3ccccc3n2)cc1	85	94	97	105	90	79	x	99	115
CC/C(=C(\c1ccc(OCCN2CCCCC2)cc1)c1ccc(OC(=O)Cc2ccccc2)cc1)c1ccc(OC)cc1	115	91	91	92	101	79	101	106	103
O=C1c2ccccc2-c2ccccc2NC1O (stereo not drawn)	86	102	103	112	109	93	94	113	129
Cn1ccnc1C(=O)/C=C/c1ccc(CCC(=O)Nc2ccc(F)cc2)cc1	113	69	29	106	80	61	48	82	109
Cc1cc(OCc2cccc(-c3ccc4c(c3)OCCO4)c2C)cc(OCc2cccc(C#N)c2)c1CN[C@H](CO)C(=O)O	103	101	94	100	105	82	105	101	103
CC1(C)CC[C@]2(C(=O)N[C@@H](Cc3ccccc3)C(=O)O)CC[C@]3(C)C(=CC[C@@H]4[C@@]5(C)C/C(=C/c6ccco6)C(=O)C(C)(C)[C@@H]5CC[C@]43C)[C@@H]2C1	63	50	47	50	63	52	38	55	94
c1coc(CNc2nc3ccccc3n2CCN2CCCCC2)c1	64	102	100	x	99	79	93	102	104
O=C1N(Cc2cc(F)cc(C(F)(F)F)c2)c2ccccc2S(=O)(=O)N1c1cccnc1Cl	103	99	96	103	96	97	100	104	107
O=C(Sc1ccc2ccccc2c1CN1CCCCC1)c1ccc([N+](=O)[O-])cc1	87	64	81	86	93	49	92	87	105
CC(=Nc1ccc2c(c1)C(=O)c1ccc(N=C(C)N(C)C)cc1C2=O)N(C)C	105	102	107	101	103	94	83	100	116
COC(=O)C1(C)CCCC2(C)C3CCC(C(C)C)C(CO)C3C(CO)CC12 (stereo not drawn)	79	93	x	90	98	84	85	109	112

4 compounds from above with just SN12C.
mol	SN12C
CC1(C)CC[C@]2(C(=O)N[C@@H](Cc3ccccc3)C(=O)O)CC[C@]3(C)C(=CC[C@@H]4[C@@]5(C)C/C(=C/c6ccco6)C(=O)C(C)(C)[C@@H]5CC[C@]43C)[C@@H]2C1	50
c1coc(CNc2nc3ccccc3n2CCN2CCCCC2)c1	102
O=C1N(Cc2cc(F)cc(C(F)(F)F)c2)c2ccccc2S(=O)(=O)N1c1cccnc1Cl	99
O=C(Sc1ccc2ccccc2c1CN1CCCCC1)c1ccc([N+](=O)[O-])cc1	64

Next compounds follow.
SMILES	A498	SN12C	U251	RXF 393	786-0	UO-31	CAKI-1	ACHN	TK-10
CCOC(=O)/C=C1\S/C(=N\Nc2cc(=O)[nH]c3ccc(Br)cc23)N(Cc2ccccc2)C1=O	105	89	85	96	101	70	83	97	117
C=CCc1c(N(C)c2ccccc2)ncnc1-n1c(C)nc2ccccc21	105	91	93	113	105	73	80	87	92
NC(=Nc1cccc2ccccc12)SCCSC(N)=Nc1cccc2ccccc12	x	81	93	114	102	68	98	100	99
CN(C)CC/C=C1\c2ccccc2Sc2ccc(Cl)cc21	89	48	49	41	58	41	53	x	76
O=C1CC(c2nc3ccccc3o2)CN1c1ccc(Cl)cc1 (stereo not drawn)	101	99	98	x	98	85	96	102	85
O=C1/C(=C/c2cc(Cl)cc(Cl)c2)Cc2cc(Cl)cc(Cl)c21	103	105	105	94	98	80	82	98	117
CCOC(=O)C(C)(C)C(=O)OCC	112	104	101	99	105	89	97	94	100
Cc1cc2c(-c3cn[nH]n3)c(O)c(O)cc2c(O)c1-c1c(C)cc2c(-c3cn[nH]n3)c(O)c(O)cc2c1O	98	107	104	108	96	85	x	101	88
O=C(Cn1c(-c2ccccc2)nc2cc(Cl)c(Cl)cc21)N=Nc1c(O)[nH]c2ccc(Cl)cc12	x	90	94	-5.1*	96	74	70	74	104

Screens as filed in PubChem BioAssay.
